Screening results: PubChem, several laboratories
DAX1 inh-1 – DAX1 (NR0B1) inhibition, primary screen. HEK293T StAR-luciferase reporter, SF-1/DAX-1 repression relief. inhibition, % at 6.8 µM. actives 1.1% (n = 370,000). AID 652010;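 active means inhibition above the mean over all tested compounds plus 3 SD, cut at about 3.6% in these data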;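 further: 0% = DAX-1 cells with DMSO and 100% = cells lacking DAX-1 with DMSO; higher inhibition means more luminescence from relief of DAX-1 repression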
DAX1 inh-2 – NR0B1 (DAX1) inhibition; AID 504766; inhibition, % at 6.75 µM; P51843; actives 0.99% (n = 340,000); HEK293 Gal4-DAX1 luciferase reporter, luminescence;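 active means inhibition above the mean over all tested compounds plus 3 SD, cut at about 4.2% in these data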;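 further: 0% = DAX1-transfected cells with DMSO and 100% = empty-vector control cells with DMSO; inhibition shows as a rise in luminescence from relieved DAX1 repression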
SMARCA2 act – activators of SMARCA2 function; actives 1% (n = 370,000); AID 652017; activation, % at 9.1 µM; MG213 cells, MMTV-luciferase reporter, dexamethasone, overnight; in the data active means activation above about 7.8%;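 further: 0% = vehicle wells and 100% = reference activator wells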
NR1D1 modulator – modulates human Rev-erb alpha binding to DNA | activity, % at 10 µM | actives 0.79% (n = 370,000) | Rev-erbα–FITC-DNA binding, fluorescence polarization, 90 min | P20393;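 active means activity above about 14%, limit read from the data; passing the limit was not always enough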;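 further: 0% = DMSO wells with 35 nM protein and 100% = DMSO wells with 750 nM protein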
hcDAF12 agonist – H. contortus DAF-12 activation, primary screen; HEK293 hcDAF-12 lit1-tk-luc reporter, luminescence; 0% DMSO, 100% Δ7-dafachronic acid; activation, % at 6.8 µM; actives 1.4% (n = 370,000); AID 652067;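 active means activation above the mean of all tested compounds plus 3 SD, cut at about 5.5% in these data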;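 further: 100% = response to 3 µM Δ7-dafachronic acid high control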
hgDAF-12 ag – agonists of H. glycines DAF-12 nuclear receptor; HEK293 GAL4-hgDAF12 UAS-luciferase reporter, agonist luminescence; normalized to butyrate control; activation, % at 6.8 µM; actives 1.8% (n = 370,000); AID 687014;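 active means activation above a cutoff set at the mean of all screened compounds plus 3 SD, cut at about 10% in these data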;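 further: 0% = DMSO wells and 100% = sodium butyrate wells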
PLCg1 inh – inhibitors of human phospholipase C gamma1; P19174; purified PLC-gamma1, fluorogenic substrate, fluorescence; inhibition, % at 12.2 µM; actives 0.84% (n = 370,000); in the data active means inhibition above about 9.5%
ssDAF12 agonist – activates DAF-12 receptor from parasite S. stercoralis; HEK293 ssDAF-12/GRIP1 lit1-tk-luc reporter, luminescence; % of 3 µM dafachronic acid response; activation, % at 6.8 µM; actives 1% (n = 370,000);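 active means activation above the mean over all tested compounds plus 3 SD, cut at about 0.9% in these data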;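 further: 0% = DMSO-only wells and 100% = 3 µM delta7-dafachronic acid wells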
PLC-beta3 inh – inhibitors of human phospholipase C beta3. Q01970. Purified PLC-beta3, fluorogenic substrate, fluorescence. inhibition, % at 12.2 µM. actives 0.18% (n = 370,000). AID 720704; in the data active means inhibition above about 11%;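 further: 0% = median of compound wells on plate and 100% = full blocker control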
ADAM17 inh – ADAM17 inhibition, QFRET primary screen | AID 720648 | inhibition, % at 6.95 µM | P78536 | actives 0.83% (n = 370,000) | recombinant ADAM17, EDANS/DABCYL FRET peptide cleavage;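 active means inhibition above the mean of compounds lying between control limits plus 3 SD, set per campaign, cut at about 8.5% in these data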;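 further: 0% = DMSO-only wells as the low control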
Target sequence (P78536 215-824 limits assumed): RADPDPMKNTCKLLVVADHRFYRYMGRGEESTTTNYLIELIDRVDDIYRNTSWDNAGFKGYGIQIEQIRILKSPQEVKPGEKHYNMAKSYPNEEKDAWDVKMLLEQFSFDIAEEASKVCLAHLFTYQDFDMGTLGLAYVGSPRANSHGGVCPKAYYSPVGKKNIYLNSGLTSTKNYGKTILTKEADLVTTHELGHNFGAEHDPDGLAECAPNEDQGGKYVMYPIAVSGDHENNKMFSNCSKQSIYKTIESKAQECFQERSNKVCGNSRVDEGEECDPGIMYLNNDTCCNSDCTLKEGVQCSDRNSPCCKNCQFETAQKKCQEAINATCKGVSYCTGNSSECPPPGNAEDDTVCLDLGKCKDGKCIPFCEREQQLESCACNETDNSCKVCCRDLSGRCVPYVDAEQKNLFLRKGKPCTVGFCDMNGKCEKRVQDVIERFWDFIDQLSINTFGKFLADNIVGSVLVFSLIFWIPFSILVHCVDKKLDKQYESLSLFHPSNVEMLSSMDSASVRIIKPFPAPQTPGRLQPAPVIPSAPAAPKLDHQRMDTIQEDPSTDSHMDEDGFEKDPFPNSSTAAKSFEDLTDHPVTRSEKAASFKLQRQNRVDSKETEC
MBD2 inh – MBD2-methylated oligo binding inhibition. inhibition, % at 4.4 µM. actives 0.31% (n = 370,000). TR-FRET, MBD2 binding to methylated oligonucleotide. AID 686964; in the data active means inhibition above about 13%
Target sequence (Q9UBB5 whole entry, looked up): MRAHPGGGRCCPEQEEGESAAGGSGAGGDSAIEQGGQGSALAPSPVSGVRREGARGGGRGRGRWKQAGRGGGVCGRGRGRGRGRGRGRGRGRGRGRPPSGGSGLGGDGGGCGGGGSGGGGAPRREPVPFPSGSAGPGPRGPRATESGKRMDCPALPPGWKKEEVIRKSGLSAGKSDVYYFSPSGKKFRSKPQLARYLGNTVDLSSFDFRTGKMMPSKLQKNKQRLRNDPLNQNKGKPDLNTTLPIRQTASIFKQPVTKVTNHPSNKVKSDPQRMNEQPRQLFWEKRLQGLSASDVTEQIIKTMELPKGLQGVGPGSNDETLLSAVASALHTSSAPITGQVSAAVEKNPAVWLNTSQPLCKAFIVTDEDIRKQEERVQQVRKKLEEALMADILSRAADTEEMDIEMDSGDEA
Active calls of the source: *; / = not tested or not shown.

SMILES | DAX1 inh-1 | DAX1 inh-2 | SMARCA2 act | NR1D1 modulator | hcDAF12 agonist | hgDAF-12 ag | PLCg1 inh | ssDAF12 agonist | PLC-beta3 inh | ADAM17 inh | MBD2 inh
CC1CCCCN1S(=O)(=O)c1ccc(C(=O)N(CCCN(C)C)c2nc3cc4c(cc3s2)OCO4)cc1 (stereo not given) | 2.0 | 0.6 | -3.1 | -6.3 | 1.5 | 2.4 | 4.2 | -1.0 | -4.3 | 0.6 | -2.5
COc1ccc(NC(=O)c2cccc(S(=O)(=O)Nc3ccc(Br)cc3)c2)cn1 | -2.2 | -2.7 | -4.0 | 4.8 | -4.3 | -3.0 | 1.6 | -2.0 | 1.8 | 5.5 | 2.0
CN(C)C(=O)CNC(=O)CN1C(=O)NC2(CCCc3sccc32)C1=O (stereo not given) | -0.2 | 0.0 | -2.5 | -2.2 | -1.2 | -3.4 | 1.7 | -0.7 | -5.1 | -4.1 | 1.4
O=C1CC(SCCO)C(=O)N1c1ccc(Oc2ccccc2)cc1 (stereo not given) | 0.5 | -0.7 | -2.9 | -2.3 | -1.4 | 1.7 | 14.6* | -1.1 | 3.5 | 7.7 | 1.7
O=C(O)C1(c2ccccc2)CCN(S(=O)(=O)c2ccc(F)c(F)c2)CC1 | 0.1 | -0.4 | 0.0 | -0.1 | -2.0 | -0.1 | 3.5 | -0.9 | -5.1 | -5.2 | -3.5
COc1ccc(-n2c(C)cc(/C=C3\C(=N)N4N=C(CC(=O)N5CCOCC5)SC4=NC3=O)c2C)cc1 | 0.1 | 0.7 | -1.0 | 2.5 | -2.0 | -1.7 | -69.5 | -1.3 | -83.0 | -0.1 | -4.2
COc1ncccc1-c1nnn(-c2ccc(Cl)c(Cl)c2)n1 | 0.5 | 1.8 | 4.1 | 3.4 | 2.6 | 7.3 | 1.7 | -0.9 | 1.4 | -1.7 | -2.4
Cc1cccc(N2C(=O)C3CC3C2=O)c1 (stereo not given) | 0.3 | 0.3 | -2.3 | 4.7 | 0.1 | 1.1 | 0.2 | -1.1 | -0.8 | -1.8 | -2.5
COc1ccc(N2CCN(C(CNC(=O)c3ccc4c(c3)OCO4)c3cccnc3)CC2)cc1 (stereo not given) | -0.1 | 0.8 | 1.8 | -0.1 | -1.4 | -2.5 | 3.0 | -1.1 | 3.7 | -1.8 | 2.2
CCNS(=O)(=O)c1ccc(NC(=O)Nc2ccc3c(c2)OCO3)cc1 | -1.2 | 0.5 | 0.8 | 0.8 | 4.2 | 2.1 | 0.2 | -0.5 | 2.3 | 0.8 | -3.7
COc1cccc(C2=NOC(C(=O)NC3CCCCC3)C2)c1 (stereo not given) | 0.0 | -0.8 | -3.1 | 0.6 | -0.5 | -0.6 | 3.5 | -0.3 | 2.1 | 2.3 | -4.0
N/C(CS(=O)(=O)c1ccccn1)=N\OC(=O)c1ccc(Cl)cc1 | -0.2 | 1.4 | 0.3 | -1.1 | 3.8 | 3.3 | 1.9 | -0.2 | -6.6 | -3.5 | 4.3
CCCC#Cc1ccc(CC[C@H]2O[C@H]3CC[C@H](CO)O[C@H]3C[C@H]2NC(=O)CN2CCOCC2)cc1 | -0.9 | / | 1.8 | -3.5 | -4.3 | -5.2 | -1.0 | -1.9 | 3.4 | 1.5 | 4.3
Cn1c(=O)c2c(ncn2CC(=O)OCC(=O)Nc2cccc(Cl)c2)n(C)c1=O | 0.7 | 1.2 | 3.5 | -3.5 | 0.7 | 2.1 | -1.8 | -0.6 | 4.4 | -0.6 | -3.0
CN1CCCC1(C)C(=O)NCc1ccc(F)cc1Cl (stereo not given) | -0.6 | / | -3.0 | -6.4 | -0.9 | -1.8 | 3.2 | -1.5 | 10.0 | 1.1 | 0.3
C/C(=N\NC(=O)Cc1ccccc1Cl)c1cccnc1 | -0.2 | 0.7 | 1.1 | -1.7 | -0.3 | 3.2 | -2.4 | -0.8 | -7.1 | 0.0 | 2.0
CC(C)OC(=O)N(C)C[C@@H]1OCc2cnnn2CCCC(=O)N([C@@H](C)CO)C[C@H]1C | -0.2 | 0.1 | -0.9 | 0.1 | 0.2 | 0.1 | 0.6 | -0.3 | 5.2 | -2.6 | -4.9
CN(Cc1nccn1C)C(=O)CCc1nnc(CCC2CCCCC2)o1 | -0.6 | -0.2 | 0.5 | -3.1 | -2.4 | -0.1 | -3.6 | -0.2 | 2.2 | -3.5 | 3.0
NC(=O)CCCC1=NS(=O)(=O)c2ccccc2N1 | -0.4 | -0.6 | -1.4 | -0.1 | -1.0 | 1.0 | 2.3 | -1.5 | -0.3 | 0.7 | 1.8
COc1ccc(-c2nc3ccccc3c(=O)n2NC(=O)c2cccnc2Cl)cc1OC | 0.8 | -1.3 | 0.9 | -3.4 | 0.2 | 0.0 | 0.0 | -2.1 | 0.1 | 0.1 | 0.5
Cc1ccc(N(C(=O)c2csnn2)C(C(=O)NC2CCCC2)c2ccccn2)c(C)c1 (stereo not given) | 0.0 | 0.5 | 4.1 | 4.7 | 1.9 | 1.2 | 2.2 | -0.8 | -0.4 | -0.2 | -2.9
CC(=O)NCCOc1nc(N(C)C)nc(N(C)C)n1 | -0.9 | 1.8 | -0.3 | -0.9 | -1.1 | 0.3 | 4.1 | -0.9 | 0.6 | -3.8 | 0.4
CN(/N=C/c1ccc(C(C)(C)C)cc1)C1=NCCN1 | 0.8 | -1.2 | -1.7 | 3.9 | -0.6 | -2.8 | -0.2 | -0.5 | -4.8 | -4.4 | 2.6
O=[N+]([O-])c1ccc(-c2cccnc2)cc1 | -0.8 | 1.6 | -0.9 | 0.0 | -0.7 | 2.2 | 1.0 | -1.1 | 4.0 | -3.6 | -0.3
CSc1nsc(SCC(=O)NC2CCCCC2)n1 | 1.2 | 0.0 | 2.6 | -5.7 | 5.6* | 3.1 | 0.6 | 0.1 | 0.5 | 3.4 | -5.4
CC1CCCCC1NC(=O)NC(=O)COC(=O)c1cncc(Br)c1 (stereo not given) | -0.2 | 0.7 | 1.0 | 2.0 | -1.0 | -0.3 | -4.0 | -1.0 | -11.1 | -1.9 | 1.1
Cc1occc1-c1nnc(SCC(=O)N(C)CCC#N)n1N | -0.1 | -0.9 | 0.7 | 4.7 | -1.5 | -1.6 | -1.2 | -1.0 | -2.6 | -5.3 | 5.0
Cc1cccc(NC(=O)CN2CCc3cc4c(cc3C2)OCCCO4)c1 | -1.9 | 0.0 | -1.2 | 3.1 | -1.5 | 0.1 | -63.0 | -1.6 | -79.4 | -0.3 | 3.8
CC1=CC(C)C(C(=O)O)C(C(=O)N2CCN(C)CC2)C1 (stereo not given) | -0.1 | 0.5 | -1.7 | -0.6 | -0.8 | 1.9 | -0.1 | -1.7 | 0.1 | -4.3 | -0.1
Cc1cc(C)c2c(=O)n3c(nc2c1)C(Cc1ccccc1)NC(=O)c1cc2ccccc2cc1-3 (stereo not given) | 0.4 | -1.3 | -2.1 | -2.5 | 2.0 | -3.3 | 5.1 | -1.7 | 1.3 | -1.5 | 1.7
CCOc1cc(CNn2nnnc2N)cc(Cl)c1OCC(=O)NC(C)(C)C | -0.1 | -1.6 | -2.9 | -1.9 | -1.7 | -2.1 | 0.0 | -1.6 | -2.5 | -4.6 | 0.2
N#Cc1cc(Cl)c(N2CCOCC2)cc1C#N | 0.2 | 0.4 | 1.0 | 3.3 | -1.3 | -2.2 | -1.2 | -1.1 | -1.0 | -4.7 | 8.6
CCC(C(=O)NC1CCCC1)n1c(C2CCCC2)nc2ccccc21 (stereo not given) | -0.7 | / | 5.0 | 4.2 | -0.8 | 6.3 | -0.1 | -0.9 | 2.3 | 1.1 | 0.5
CN(C)c1ccc(NC(=O)CC(NCc2ccccn2)C(=O)O)cc1 (stereo not given) | 0.4 | -1.0 | -0.6 | -0.4 | 3.4 | 1.1 | -8.3 | -0.9 | -10.1 | -4.2 | 1.3
Cc1c(F)cccc1NS(=O)(=O)c1ccc2c(c1)NC(=O)CO2 | -0.1 | -0.1 | -1.9 | -7.1 | -0.9 | 1.8 | 0.1 | -1.1 | 1.4 | 0.2 | -0.9
CC(=O)Oc1ccc(/C=N/NC2=NS(=O)(=O)c3ccccc32)cc1 | -0.1 | 0.2 | 1.5 | -1.5 | -0.8 | -1.9 | 1.2 | -1.1 | -3.6 | -1.3 | -1.6
COc1ccc(C2=NOC(C(=O)O)C2)cc1 (stereo not given) | 1.0 | 0.2 | 2.9 | -1.4 | 4.8 | 2.5 | -0.8 | 1.8* | 2.6 | 3.6 | -1.3
COc1ccc(N2CCN(S(=O)(=O)CCNC(=O)c3cc(=O)c4ccccc4o3)CC2)cc1 | -0.4 | 0.5 | -1.8 | -7.2 | 0.5 | 3.2 | 1.9 | -0.1 | -6.6 | -2.7 | 3.6
CN(C)C(CNC(=O)c1ccc(NS(=O)(=O)c2ccc(F)c(F)c2)cc1)c1ccccc1 (stereo not given) | 1.9 | 0.5 | 0.2 | -6.2 | 0.3 | -1.1 | 1.4 | -0.8 | 1.8 | -3.5 | -0.4
NC(N)=NC(N)=Nc1ccc(O)cc1 | -1.1 | 1.0 | -2.3 | 5.9 | 1.4 | 1.9 | -1.3 | -1.1 | -2.8 | -5.2 | -5.0

The last two compounds of the part above come first, to join the parts.
SMILES | DAX1 inh-1 | DAX1 inh-2 | SMARCA2 act | NR1D1 modulator | hcDAF12 agonist | hgDAF-12 ag | PLCg1 inh | ssDAF12 agonist | PLC-beta3 inh | ADAM17 inh | MBD2 inh
CN(C)C(CNC(=O)c1ccc(NS(=O)(=O)c2ccc(F)c(F)c2)cc1)c1ccccc1 (stereo not given) | 1.9 | 0.5 | 0.2 | -6.2 | 0.3 | -1.1 | 1.4 | -0.8 | 1.8 | -3.5 | -0.4
NC(N)=NC(N)=Nc1ccc(O)cc1 | -1.1 | 1.0 | -2.3 | 5.9 | 1.4 | 1.9 | -1.3 | -1.1 | -2.8 | -5.2 | -5.0
COC(=O)C1=C(C)N=C2SC(C)C(=O)N2C1/C=C/c1ccccc1 (stereo not given) | 0.2 | -0.7 | -2.4 | 3.6 | 0.8 | -0.6 | -0.7 | -0.1 | -0.5 | 2.5 | 0.3
CCOC(=O)c1ccc(NC(=O)CN2C(=O)CSC2=O)cc1 | -0.1 | 0.1 | 2.1 | -0.2 | 0.2 | 2.3 | 1.0 | -0.7 | 2.8 | -3.4 | 2.2
CC1CCN(C(=O)c2ccc(S(=O)(=O)NCc3ccco3)cc2)CC1 | 0.2 | 0.7 | -2.1 | 1.6 | -1.0 | 0.8 | 2.0 | -1.1 | -8.7 | -3.4 | -1.4
O=C(Cn1ccc(NC(=O)OCc2ccccc2)nc1=O)NCc1ccc2c(c1)OCO2 | 0.1 | 0.6 | 1.9 | -3.2 | -0.1 | 0.6 | 0.1 | -1.5 | -0.2 | -3.0 | -0.3
COc1cc(/C=C/C(=O)O)ccc1OCc1ccc([N+](=O)[O-])cc1 | -0.6 | 0.6 | -0.8 | -5.8 | -0.8 | -2.5 | 4.0 | -1.1 | 5.2 | 1.8 | -1.3
COc1ccc(N2CCN(C(=O)COc3ccc4ccccc4c3)CC2)cc1 | -0.3 | 1.1 | 0.2 | 1.5 | 1.3 | 0.0 | 3.1 | -1.3 | 3.2 | -0.5 | 4.0
Cc1nn(CC(=O)Nc2cccnc2)c(C)c1[N+](=O)[O-] | -0.4 | -1.1 | -1.1 | -2.5 | 1.9 | -2.1 | 3.2 | -1.0 | -5.9 | -1.7 | -4.0
Cc1cc(NC(=O)c2ccc(F)cc2)n(-c2ccccc2)n1 | -0.3 | 1.1 | -3.5 | -2.0 | -2.3 | -0.7 | 1.8 | -1.1 | -4.5 | -2.1 | 0.0
